M. tuberculosis HTS – M. tuberculosis growth inhibition, HTS (AID 449762); M. tuberculosis H37Rv growth inhibition, 7H9 media; higher % means a stronger effect; one-dose inhibition, % at 25 µM; IC50 in µM for titrated hits; 0.59% of 330,000 active; in the data active means a potency from the dose series; inconclusive means inhibition above about 70% without an active follow-up result;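 further: bacterial growth assessed after seven days of incubation; strong numbers were not always called active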
H1N1 NS1A inhibition – NS1A inhibition, H1N1 influenza, cell based functional assay (AID 504329); one-dose inhibition, % at 12.5 µM; IC50 in µM for titrated hits; 0.3% of 340,000 active; NS1A functional cell-based assay, percent inhibition; higher % means a stronger effect; in the data active means a potency from the dose series; inconclusive means inhibition above about 27% without an active follow-up result; further: strong numbers were not always called active
M. tuberculosis – growth inhibition of non-replicating M. tuberculosis (AID 488890); Mycobacterium tuberculosis non-replicating, growth inhibition; higher % means a stronger effect; inhibition, % at 25 µM; hits with a dose series show IC50 in µM; 0.39% of 320,000 active; in the data active means a potency from the dose series; inconclusive means inhibition mostly from about 82% at the one dose, without a potency; inactive means the rest, 99 in 100 with inhibition below about 76%;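 further: plate controls were DMSO cells for no effect and high antibiotic wells for full effect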
Salmonella PhoP GFP – PhoP regulon inhibitors, Salmonella typhi PhoP promoter GFP reporter, confirmatory (AID 1850) | Salmonella Typhi PhoP-promoter GFP reporter, fluorescence, 4 h; higher % means a stronger effect | inhibition, % at 50 µM, or IC50 in µM where a hit was titrated | 0.33% of 310,000 active; in the data active means a potency from the dose series; inconclusive means inhibition mostly from about 25% at the one dose, without a potency; inactive means the rest, 99 in 100 with inhibition below about 19%;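 further: 0% = induced wells with vehicle and 100% = uninduced wells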
VEEV TC-83 Vero – inhibitors of VEEV TC-83 cytopathic effect, confirmation, Vero cells (AID 588727); Vero cells, VEEV TC-83 cytopathic effect inhibition; higher % means a stronger effect; one-dose inhibition, % at 20 µM; IC50 in µM for titrated hits; 0.13% of 350,000 active; in the data active means a potency from the dose series; inconclusive means inhibition mostly from about 14% at the one dose, without a potency; inactive means the rest, 99 in 100 with inhibition below about 12%; further: strong numbers were not always called active
VEEV TC-83 Vero 10K pilot screen – recorded beside VEEV TC-83 Vero, whose call it bears; inhibition, %; measured here: 10K pilot screen inhibition
* marks the source's active call; other numbers are inactive results; i = inactive; ? = inconclusive; / = not tested or not shown.

SMILES	M. tuberculosis HTS	H1N1 NS1A inhibition	M. tuberculosis	Salmonella PhoP GFP	VEEV TC-83 Vero	others
O=[N+]([O-])c1ccc(C2CCCC/C2=N/O)c([N+](=O)[O-])c1 (stereo not given)	8%	-4%	-4%	13%	0.5%
COc1ccc(-n2c(SCC(=O)Nc3cc(C)on3)nc3ccc(O)cc3c2=O)cc1OC	2%	-3%	22%	-3%	8.2%
O=c1ccc(/C=C/c2ccccc2)nn1Cc1ccccc1Cl	12%	-1%	27%	1%	2.1%
COc1ccc(C(=O)NCc2nnc(SCC(=O)Nc3nnc(C)s3)o2)cc1	10%	0%	-10%	2%	i
CN(C)CC1(C)Cc2ccsc2C1O (stereo not given)	/	-7%	/	/	1.7%
Cc1c(C)n(Cc2ccccc2)c2ncnc(Cl)c12	10%	-28%	26%	-4%	i
CCOc1ccc(NC(=O)CN2CCN(c3ccc(F)cc3)CC2)cc1	57%	20%	22%	-10%	i
CCCCOc1ccc(CC2C(=O)N(C)C(=O)N(C)C2=O)cc1	-5%	-2%	24%	-8%	i
CN(CC(=O)NC(=O)NCc1ccccc1)CC(=O)Nc1ccc(Cl)c(C(F)(F)F)c1	?	1%	6%	-3%	5.2%
C=CCn1c(SCc2c(C)noc2C)nc2sc3c(c2c1=O)CCCC3	8%	2%	17%	-6%	i
CC(C)OC(=O)CSc1nc(C(C)C)nc2ccccc12	2%	-15%	62%	5%	0.5%
COc1ccc(NC(C)=O)cc1CNC(=O)COc1ccccc1C(=O)Nc1cccc(C)c1C	3%	0%	10%	3%	2.5%
O=C(CSc1n[nH]c(-c2ccccc2)n1)N1CCOCC1	-4%	-6%	-10%	2%	0.7%
CCCNC(=O)c1ccccc1NC(=O)C1COc2ccccc2O1 (stereo not given)	-3%	2%	27%	1%	4.7%
FC(F)Oc1ccc(/C=N/n2c(Cc3ccc(Br)cc3)n[nH]c2=S)cc1	-1%	-7%	42%	-11%	i
Cc1ccc(C(=O)Oc2ccccc2N2CCOCC2)cc1	-4%	-26%	7%	1%	0.2%
O=C(NCc1ccccc1)NC1(C(=O)Nc2ccc3c(c2)OCCO3)CCCCC1	10%	-5%	8%	-4%	i
COC(=O)c1sccc1S(=O)(=O)Nc1ccc(Cl)cc1	1%	-15%	-11%	2%	i
CCCCn1c(O)c(C(=O)/C=C/c2ccc3c(c2)OCO3)c(=O)[nH]c1=O	1%	-21%	22%	-26%	?
Cc1ccc(N(C(C)C(=O)O)S(=O)(=O)c2c(C)[nH]c(=O)[nH]c2=O)cc1 (stereo not given)	5%	-7%	20%	4%	i

2 records picked at random from the list so far:
SMILES	M. tuberculosis HTS	H1N1 NS1A inhibition	M. tuberculosis	Salmonella PhoP GFP	VEEV TC-83 Vero	others
COc1ccc(NC(C)=O)cc1CNC(=O)COc1ccccc1C(=O)Nc1cccc(C)c1C	3%	0%	10%	3%	2.5%
CC(C)OC(=O)CSc1nc(C(C)C)nc2ccccc12	2%	-15%	62%	5%	0.5%

(continued)
SMILES	M. tuberculosis HTS	H1N1 NS1A inhibition	M. tuberculosis	Salmonella PhoP GFP	VEEV TC-83 Vero	others
S=C(Nc1cccc2ccccc12)NC1CCCCC1	1%	4%	?	10%	3.6%
O=C(CSc1ccc2ccccc2n1)N/N=C/c1ccc(O)cc1	-3%	-11%	36%	-3%	1.1%
CCO[C@H]1OC(C(=O)N2CCOCC2)=C[C@@H](c2cn(C(C)=O)c3ccccc23)[C@@H]1CCCO	-5%	4%	4%	-10%	0.2%
Cc1ccc(-c2csc(NCCn3c(C)nc4cc(C(F)(F)F)ccc43)n2)cc1	8%	-2%	7%	/	2.7%
CC(C)c1ccccc1OCC(=O)NN1C(=O)c2ccccc2C1=O	1%	-14%	-12%	-2%	0.9%
Cc1nn(-c2ccccc2)c(C)c1C(=O)OCC(N)=O	-2%	-11%	2%	-1%	0.3%
COc1ccc2[nH]c(C)c(CCNC(=S)Nc3cccc(C)c3)c2c1	-9%	7%	/	-7%	1.7%
Cc1ccc(S(=O)(=O)N2CCN(C(=O)CN3C(=O)NC4(CCCC4)C3=O)CC2)c(C)c1	-5%	-8%	-10%	-1%	2.2%
O=C(C[C@H]1C/C=C\CC[C@@H](Cc2ccc(F)cc2)C(=O)O[C@H](c2ccccc2)CNC1=O)N[C@H](CO)Cc1ccccc1	1%	-4%	18%	/	6.3%
COc1ccccc1CNc1ncc(-c2ccccc2)n1C	/	3%	/	/	0.6%
O=C(Cn1ccc2ccccc2c1=O)NCCC(=O)Nc1ccc(F)cc1F	-1%	-7%	-12%	-1%	1.5%
CCc1cccc(OC2OC(CO)C(O)C(O)C2NC(C)=O)c1 (stereo not given)	8%	-4%	-2%	6%	2.2%
COc1cccc(OCC(O)CN2CC(C)CC(C)C2)c1 (stereo not given)	-4%	1%	-2%	-2%	0.7%
CCN(CC(=O)Nc1c(F)cccc1F)C(=O)Cc1n[nH]c(=O)c2ccccc12	-2%	-2%	0%	1%	0.0%
O=C(CSc1ccc(F)cc1)NC12CC3CC(CC(C3)C1)C2	3%	5%	46%	7%	4.2%
Cc1cc(C)cc(OCC(=O)NCC2CCCO2)c1 (stereo not given)	3%	11%	7%	-10%	1.1%
CCC1CCCCN1C(=O)CCc1nnc(Cc2cc(OC)ccc2OC)o1 (stereo not given)	-13%	-6%	4%	7%	8.7%
COc1cc(C(=O)NNC(=O)COc2cccc(F)c2)ccc1OCC(=O)N1CCOCC1	7%	7%	-17%	/	1.2%
Cc1ccc(C(c2nnnn2CS(=O)(=O)c2ccc(C)cc2)N2CCC(C)CC2)cc1 (stereo not given)	-6%	-3%	-12%	-6%	0.9%
CS(=O)(=O)N1CCC(C(=O)O)CC1	-8%	5%	-1%	-6%	0.5%

Reprinted from the results shown, 7 compounds:
SMILES	M. tuberculosis HTS	H1N1 NS1A inhibition	M. tuberculosis	Salmonella PhoP GFP	VEEV TC-83 Vero	others
CCCCn1c(O)c(C(=O)/C=C/c2ccc3c(c2)OCO3)c(=O)[nH]c1=O	1%	-21%	22%	-26%	?
Cc1ccc(N(C(C)C(=O)O)S(=O)(=O)c2c(C)[nH]c(=O)[nH]c2=O)cc1 (stereo not given)	5%	-7%	20%	4%	i
S=C(Nc1cccc2ccccc12)NC1CCCCC1	1%	4%	?	10%	3.6%
O=C(CSc1ccc2ccccc2n1)N/N=C/c1ccc(O)cc1	-3%	-11%	36%	-3%	1.1%
CCO[C@H]1OC(C(=O)N2CCOCC2)=C[C@@H](c2cn(C(C)=O)c3ccccc23)[C@@H]1CCCO	-5%	4%	4%	-10%	0.2%
Cc1ccc(-c2csc(NCCn3c(C)nc4cc(C(F)(F)F)ccc43)n2)cc1	8%	-2%	7%	/	2.7%
CC(C)c1ccccc1OCC(=O)NN1C(=O)c2ccccc2C1=O	1%	-14%	-12%	-2%	0.9%

Grouped by structure, the compounds so far with two or more sulfur atoms (3)
SMILES	M. tuberculosis HTS	H1N1 NS1A inhibition	M. tuberculosis	Salmonella PhoP GFP	VEEV TC-83 Vero	others
COc1ccc(C(=O)NCc2nnc(SCC(=O)Nc3nnc(C)s3)o2)cc1	10%	0%	-10%	2%	i
C=CCn1c(SCc2c(C)noc2C)nc2sc3c(c2c1=O)CCCC3	8%	2%	17%	-6%	i
COC(=O)c1sccc1S(=O)(=O)Nc1ccc(Cl)cc1	1%	-15%	-11%	2%	i

Further records
SMILES	M. tuberculosis HTS	H1N1 NS1A inhibition	M. tuberculosis	Salmonella PhoP GFP	VEEV TC-83 Vero	others
CCCn1c(O)c(N=Nc2ccc3ccccc3n2)c2ccccc21	-7%	-3%	-8%	-19%	1.9%
CCSc1nnc(NC(=O)[C@H](C)N2C(=O)C3CC=CCC3C2=O)s1 (stereo not given in full)	?	-1%	-20%	3%	i
CCOC(=O)c1c(S(=O)(=O)N2CCN(C3CCCCC3)CC2)c(C)n(C)c1C	14%	7%	-6%	-14%	i
CN(C)C1C(=O)C(C(N)=O)=C(O)C2(O)C(=O)C3=C(O)c4c(O)cccc4C(C)(O)C3C(O)C12 (stereo not given)	?	5%	55%	1µM*	2.1%
CCOC(=O)C(NC(=O)CCl)(Nc1ccc(C(O)(C(=O)OCC)C(F)(F)F)cc1)C(F)(F)F (stereo not given)	1%	2%	34%	-1%	0.3%
COc1ccc(NC(=S)NCCN2CCOCC2)c(OC)c1	-6%	-1%	-13%	3%	0.3%
C1CCCC(NC2=NCCO2)CCC1	9%	-26%	-13%	0%	0.5%
CCC(=O)Nc1nnc(S(=O)(=O)N2CCCCCC2)s1	-5%	-22%	/	-7%	i
COC(=O)c1cc(C(=O)c2ccc(C(C)(C)C)cc2)c[nH]1	14%	-1%	53%	7%	i
O=C(/C=C/c1cccs1)NC1CCS(=O)(=O)C1 (stereo not given)	3%	/	-6%	-1%	/
O=C(Nc1ccc(C(=O)N2CCOCC2)cc1)C1CCC1	/	-11%	/	/	i
Cc1cc(N/N=C/c2ccccc2)nc(N2CCOCC2)n1	-4%	/	4%	2%	i
CCCCC(=O)Nc1nn(C)c2nc3c(C)cccc3cc12	-5%	5%	12%	0%	2.1%
O=S(=O)(c1ccc(C2CCCCC2)cc1)N1CCOCC1	-2%	2%	32%	-5%	i
CCC(=O)N/N=C(\C)CC(=O)Nc1ccc(Cl)cc1	0%	-3%	0%	-2%	2.0%
Cn1nnnc1SCc1csc(C2C(C#N)=C(N)OC3=C2C(=O)CCC3)c1 (stereo not given)	4%	-4%	-11%	-15%	1.0%
O=C(CSc1nc2ncc(Cl)cc2[nH]1)Nc1cccc(F)c1	22%	3%	12%	7%	5.0%
O=c1c2c3c(sc2ncn1/N=C/c1ccncc1)CCCC3	3%	-2%	-5%	-5%	1.1%
CCN1C(=NCc2cccc(Cl)c2)N[C@@H](c2cccc(F)c2)C(C(=O)OC)=C1C	-4%	-7%	47%	17%	i	VEEV TC-83 Vero 10K pilot screen=2.5
CC1CCCC(C)N1C(=O)COC(=O)COc1ccccc1C#N (stereo not given)	1%	-6%	-10%	/	i

3 entries from above, arranged by number of heavy atoms, rising:
SMILES	M. tuberculosis HTS	H1N1 NS1A inhibition	M. tuberculosis	Salmonella PhoP GFP	VEEV TC-83 Vero	others
O=C(CSc1nc2ncc(Cl)cc2[nH]1)Nc1cccc(F)c1	22%	3%	12%	7%	5.0%
CCOC(=O)c1c(S(=O)(=O)N2CCN(C3CCCCC3)CC2)c(C)n(C)c1C	14%	7%	-6%	-14%	i
CCOC(=O)C(NC(=O)CCl)(Nc1ccc(C(O)(C(=O)OCC)C(F)(F)F)cc1)C(F)(F)F (stereo not given)	1%	2%	34%	-1%	0.3%

Next records.
SMILES	M. tuberculosis HTS	H1N1 NS1A inhibition	M. tuberculosis	Salmonella PhoP GFP	VEEV TC-83 Vero	others
O=C(CCCC(=O)N(CC(=O)NC1CCCCC1)CC1CCCO1)Nc1ccccn1 (stereo not given)	-6%	10%	-1%	3%	2.1%
CN(C)c1ccc(NC(=S)NC(=O)/C=C/c2ccco2)cc1	-7%	-4%	-6%	3%	1.6%
Cc1ccc(/C=N\Nc2nc3ccc(Cl)cc3[nH]2)o1	?	-3%	?	7%	6.5%
Cc1ccc(-c2nnn(CC(=O)Nc3ccc4nn(-c5ccccc5)nc4c3)n2)o1	-6%	3%	-6%	10%	2.2%

Assay outcomes from PubChem BioAssay.
